IL-1B inflam inh = qHTS for Inhibitors of Inflammasome Signaling: IL-1-beta AlphaLISA Primary Screen | THP-1 LPS/ATP IL-1B secretion, AlphaLISA, 16 h; hits give low values | activity change, % at 57.5 µM | hit rate 4.7% among 360,000 | AID 743279, 2014; in the data active means activity change below about -50%; inconclusive means mostly about -30% to -49%; further: on the % scale 0 is the no-effect control and ±100 the full control effect
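Secreted IL-1B measured by AlphaLISA bead assay after 16 h compound exposure of THP-1 cells; compounds (final up to 57.5 uM) added 1 h before LPS (250 ng/mL) and ATP (1.25 mM) stimulation; lower signal means less secretion.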
MCF10A rerep = A quantitative high throughput screen for small molecules that induce DNA re-replication in MCF 10a normal breast cells | MCF 10A DNA re-replication, Hoechst nuclear intensity, 48 h | Potency, µM (series often up to 46.1 µM), without a hit: top-dose activity, positive = re-replication, most hits filed as activators | hit rate 2.9% among 350,000; further: potency means the concentration at half of the fitted maximal effect; % of control where 0% means no effect; nearly all actives have a fitted effect of over 50% in size
KB-V1 MDR tox = qHTS assay for MDR1-selective chemotherapeutics: Primary screen using the drug-selected MDR subline cells KB-V1; Potency, µM (series often up to 46.1 µM), for inactives: at the top dose activity change, negative = cytotoxicity, hits mostly cytotoxic; AID 1347076, 2019; KB-V1 MDR cells viability, CellTiter-Glo, 72 h; hit rate 3.4% among 400,000; further: potency means the concentration at half of the fitted maximal effect; on the % scale 0 is the no-effect control and ±100 the full control effect; nearly all actives have a fitted effect of over 60% in size
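In this primary screen, KB-V1 cells overexpressing P-gp are incubated with library compounds (lowest to highest concentration) for 72 h at 37 degrees C before a luminescent ATP viability read.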
ATXN viability = Viability Counterscreen for Primary qHTS for Inhibitors of ATXN expression; S2 cells (HEK-293 line with an ATXN2-luciferase reporter) viability, CellTiter-Fluor protease fluorescence, 24 h; hit rate 0.49% among 400,000; AID 651635, 2014; Potency, µM (series often up to 56.7 µM), hits mostly cytotoxic; further: potency means the concentration at half of the fitted maximal effect; nearly all actives have a fitted effect of over 40% in size
SW480 rereplic = A quantitative high throughput screen for small molecules that induce DNA re-replication in SW480 colon adenocarcinoma cells. SW480 DNA re-replication, Hoechst DNA content imaging, 48 h. Potency, µM (doses to about 46.1 µM), for inactives: at the top dose re-replication activation, hits mostly activators. hit rate 1.8% among 340,000; further: potency means the concentration at half of the fitted maximal effect; % of control where 0% means no effect; nearly all actives have a fitted effect of over 55% in size
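Compounds, transferred as 23 nL by pin tool, were incubated with cells for 48 hr; DNA content per nucleus was then quantified by Hoechst staining and fluorescence plate imaging.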
HT1080NT lethal = qHTS for induction of synthetic lethality in tumor cells producing 2HG: qHTS for the HT-1080-NT fibrosarcoma cell line; HT-1080-NT fibrosarcoma viability, CellTiter-Glo ATP luminescence, 48 h; Potency, µM (series often up to 46.1 µM), inactives show at the highest dose activity, negative = less viability, usual class: cytotoxic; hit rate 1.6% among 360,000; AID 686970, 2013;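 further: NT is the 2HG producing partner of a matched IDH1 knockdown line; potency means the concentration at half of the fitted maximal effect; 0% = DMSO-treated cells and -100% = media-only wells without cells; nearly all actives have a fitted effect of over 55% in size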
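750 cells/well, RPMI + 5% FBS; 2 h settle, compound pin-transfer, 48 h at 37 degrees C. CellTiter-Glo 10 min RT, luminescence. Normalized to DMSO and media-only wells.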
ATXN2 expr inh = Primary qHTS for Inhibitors of ATXN expression; HEK-293 ATXN2-luciferase reporter, luminescence, 24 h; Potency, µM (doses to about 57 µM), without a hit: top-dose activity change, negative = inhibition, hits mostly inhibitors; hit rate 0.72% among 360,000; AID 1745845, 2022; further: potency means the concentration at half of the fitted maximal effect; on the % scale 0 is the no-effect control and ±100 the full control effect; nearly all actives have a fitted effect of over 55% in size
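ATXN2-luciferase reporter cells (luciferase flanked by upstream and downstream ATXN2 gene portions) were treated 24 h at 37 °C with compounds at up to 57 uM. SteadyGlo luminescence gave expression; GF-AFC fluorescence gave viability.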
HT1080 IDH1KD tx = qHTS for induction of synthetic lethality in tumor cells producing 2HG: qHTS for the HT-1080-IDH1KD cell line. HT-1080 IDH1 knockdown viability, ATP luminescence, 48 h. Potency, µM (titrated, usually from 46.1 µM), inactives show at the top dose activity, negative = toxicity, most hits filed as cytotoxic. hit rate 2% among 360,000. AID 686971, 2013;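 further: potency means the concentration at half of the fitted maximal effect; 0% = DMSO wells and -100% = cell-free medium wells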
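In this qHTS, HT-1080 cells depleted of IDH1 are exposed for 48 h at 37 °C to compound titrations. Toxicity is scored from CellTiter-Glo luminescence, with DMSO as full viability and medium alone as none.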
KB-3-1 cytotox = qHTS assay for MDR1-selective chemotherapeutics: Primary screen using the parental adenocarcinoma cell KB-3-1; KB-3-1 viability, CellTiter-Glo ATP luminescence, 72 h; Potency, µM (top dose mostly 46.1 µM), for the others: top-dose activity change, negative = cytotoxic, actives largely listed as cytotoxic; hit rate 1.4% among 400,000; further: potency means the concentration at half of the fitted maximal effect; on the % scale 0 is the no-effect control and ±100 the full control effect; nearly all actives have a fitted effect of over 60% in size
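Here the drug-naive KB-3-1 line serves as comparator for MDR sub-line selectivity; cells received compound titrations, 72 h at 37 °C, then CellTiter-Glo readout.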
* = called active by the depositor; i = inactive; ? = inconclusive; nt = no result given; & = joins results of further samples; [ ] = another dose, or the depositor's remark. Unless noted, the call rests on the fitted dose curve; in most records, active means well fitted curve in the direction sought with a large enough effect; inconclusive means small, poorly fitted or top-dose-only effect, or another doubt; inactive means no such curve, though single readings can be large; an effect the other way counts as inactive or inconclusive.

compound	IL-1B inflam inh	MCF10A rerep	KB-V1 MDR tox	ATXN viability	SW480 rereplic	HT1080NT lethal	ATXN2 expr inh	HT1080 IDH1KD tx	KB-3-1 cytotox
CCCCN(C(=O)c1[nH]c(C)c(C(C)=O)c1C)c1c(N)n(CCCC)c(=O)[nH]c1=O	11	-5%	?	i	-6%	6%	1%	13%	1%
CCCOc1ccc(C(=O)NNC(=S)NC(=O)c2ccccc2)cc1	8	6%	2%	i	?	?	nt	?	-24%
CCOc1ccc(CCNC(=O)Cn2c(C)c3cnn(-c4ccccc4)c(=O)c3c2C)cc1	nt	nt	0%	i	nt	nt	4%	nt	0%
COc1ccc(-c2cc3c(=O)n(CC(=O)Nc4ccc(Br)c(C)c4)ccn3n2)cc1OC	nt	nt	-15%	i	nt	nt	21%	nt	-8%
Cc1cc(C(=O)CSc2nnc(-c3cccnc3)n2-c2ccccc2F)c(C)n1C	-27	-50%[0.0737 µM]	?	i	?	-5%	-16%	-4%	?
CCOc1c2ccc(C(=O)NCCCCc3ccccc3)cc2nn1CC	17	5%	-22%	i	?	-1%	-6%	-3%	0%
O=C(CCN1N=C(c2ccccc2)CCC1=O)NCCCN1CCOCC1	-12	2%	0%	i	0%	6%	-2%	14%	9%
COc1ccccc1C(NC(=O)C1CCN(CCc2ccc(Br)cc2)CC1)c1ccccn1 (configuration not stated)	?	nt	-4%	i	nt	?	-17%	?	0%
COCc1ccc([C@@H]2C[C@H]3CN(Cc4cccnc4)C(=O)[C@]34CCCN24)o1	1	1%	0%	i	-37%	1%	nt	7%	4%
O=C(Cc1ccc(NC(=O)C2CCN(C(=O)C3CCC3)CC2)cc1)Nc1ccc(C(=O)N2CCOCC2)cc1	?	-21%	-2%	i	-38%[inhibitor]	8%	-12%	6%	0%
O=C(N/N=C/c1cccc(Cl)c1)C1CCCC1	-13	0%	-5%	i	1%	26%	42%[activator]	2%	0%
CCCCNC(=O)CCn1c(=S)[nH]c2cc3c(cc2c1=O)OCO3	13	1%	0%	i	-9%	11%	-17%	4%	17%
Cc1cccc(Nc2nc(N)nc(CCl)n2)c1	-106*	?	-4%	?	?	3.7µM*	?	?	?
CS(=O)(=O)N(CC(=O)O)c1ccc(C23CC4CC(CC(C4)C2)C3)cc1	5	0%	28%	i	-5%	-17%	8%	-17%	4%
COc1cc(/C=C/C(=O)OCC(=O)N2c3ccccc3CC2C)cc(OC)c1OC (configuration not stated)	27	17%	?	i	?	-29%	nt	-15%	0%
COc1ccc(NS(=O)(=O)c2cccc(C(=O)N3CCOCC3)c2)cc1	-2	nt	9%	i	nt	7%	nt	2%	-9%
CCOC(=O)CSc1nnc(CNC(=O)c2ccc([N+](=O)[O-])cc2)n1C	8	0%	8%	i	-1%	2%	10%	9%	2%
COc1ccc(CNC(=O)C2CCN(S(=O)(=O)c3ccc4c(c3)N(C(C)=O)CCO4)CC2)cc1	27	-3%	7%	i	-1%	11%	11%	-4%	-5%
C[C@@H](C(=O)NNC(=O)c1ccc(Cl)cc1)N1C(=O)C2CC=CCC2C1=O (some centres not stated)	1	0%	-6%	i	1%	4%	18%	8%	0%
CCn1c(SCC(=O)Nc2cc(C)on2)nnc1-c1ccccc1	13	-1%	4%	i	-4%	1%	-3%	-2%	2%
CCC(C)(C)NC(=O)C(NS(=O)(=O)c1cccs1)c1ccccc1 (configuration not stated)	-8	0%	6%&16%	i	11%	-3%	5%&-9%	1%	-27%&7%
COc1cc(OC)cc(C(=O)NC(C)CCc2ccccc2)c1 (configuration not stated)	-1	2%	?	i	?	-8%	nt	-8%	-26%
Cc1cccc(-c2nn(-c3ccccc3)cc2C(=O)N2CCN(C3CCS(=O)(=O)C3)CC2)c1 (configuration not stated)	2	1%	16µM*	i	0%	-3%	10%	1%	1%
C=CCn1c(SCC(=O)c2ccc(F)cc2)nnc1-c1ccc2c(c1)OCO2	-27	-21%	?	i	-9%	-2%	7%	-13%	5%
OC(COc1ccccc1)CN1CCN(c2ccccc2)CC1 (configuration not stated)	17	1%	0%	i	7%	0%	-11%	-6%	9%
Cc1nn(C)c(C(=O)NNC(=S)NCC(C)C)c1Cl	43	8%	3%	i	?	3%	2%	1%	6%
COc1ccccc1Nc1nc(-c2ccccc2Cl)c2cc(Br)ccc2n1	nt	nt	-2%	i	nt	nt	4%	nt	-3%
Cc1sc2nc(C3CC3)nc(SCC(=O)NCc3ccco3)c2c1C	12	?	?	i	1%	?	-2%	-10%	-2%
O=C(CNC(=O)C1CCCCC1)Nc1ccccc1	7	-5%	-1%	i	2%	17%	-4%	14%	-2%
NS(=O)(=O)c1ccc(NC(=O)C2CCCO2)cc1 (configuration not stated)	19	?	0%	i	?	5%	11%	-4%	0%
COC(=O)c1cc(CNC(=O)CCCSc2ccccc2)ccc1OC	15	11%	0%	i	-6%	1%	1%	-3%	-5%
COc1ccc(C(=O)NC(=S)Nc2ccc3[nH]c(=O)[nH]c3c2)c(OC)c1	-19	1%	-7%	i	-5%	-2%	8%	12%	1%
OC(COc1ccc2ccccc2c1Cl)CN1CCOCC1 (configuration not stated)	-10	2%	-21%	i	-3%	-13%	33%[activator]	-9%	-4%
CCCOc1ccc2c(c1)C(=NN=C(N)N)c1cc(OCCC)ccc1-2	-97*	?	?	25µM*	18µM*	?	20µM*	?	?
Cc1ccc(C(=O)OCC(=O)NCc2ccco2)cc1S(=O)(=O)N1CCOCC1	36	-12%	5%	i	-68%[inhibitor]	2%	3%	4%	5%
COc1ccc(C(O)c2ncc(-c3ccccc3)[nH]2)cc1 (configuration not stated)	7	nt	0%	i	nt	-7%	15%	9%	0%
CC1CC(C)CN(C(=O)CSc2nc3ccsc3c(=O)n2Cc2ccccn2)C1 (configuration not stated)	-15	-15%	1%	i	-1%	0%	39%[activator]	-3%	15%
CCN(CC)S(=O)(=O)c1cc(C(=O)OCC(=O)Nc2c(F)cccc2F)ccc1F	8	8%	29%	i	-3%	6%	16%	6%	18%
CC(C(=O)Nc1ccccc1Sc1ccccc1)N(c1ccccc1)S(C)(=O)=O (configuration not stated)	0	25%	-8%	i	13%	-21%	-12%	-26%	0%
COc1ccc(Cc2nc(-c3ccccn3)no2)cc1	-8	?	3%	i	1%	13%	39%[activator]	6%	14%
COc1ccc(N2CCN(C(=O)c3cc(C)on3)CC2)cc1	-17	3%	?	i	-10%	15%	2%	8%	3%
CN(Cc1ccccc1)c1ccc(C(=O)O)cc1[N+](=O)[O-]	-1	0%	17%	i	-6%	2%	-3%	0%	6%
c1ccc2c(NCCc3c[nH]c4ccccc34)c3ccccc3nc2c1	-57*	0%	7%	?	3%	?	nt	?	4%
O=C(NC1CC1)c1c[nH]c2ccc(S(=O)(=O)Nc3cccc(C(F)(F)F)c3)cc2c1=O	12	?	25%	i	-3%[9.22 µM]	-26%	-8%	-25%	13%
Cc1nn(CCCC(=O)Nc2sc3c(c2C#N)CCC3)c(C)c1[N+](=O)[O-]	-6	16%	?	i	5%	-4%	-21%	0%	-3%

Continued (two carried over from the part before).
compound	IL-1B inflam inh	MCF10A rerep	KB-V1 MDR tox	ATXN viability	SW480 rereplic	HT1080NT lethal	ATXN2 expr inh	HT1080 IDH1KD tx	KB-3-1 cytotox
O=C(NC1CC1)c1c[nH]c2ccc(S(=O)(=O)Nc3cccc(C(F)(F)F)c3)cc2c1=O	12	?	25%	i	-3%[9.22 µM]	-26%	-8%	-25%	13%
Cc1nn(CCCC(=O)Nc2sc3c(c2C#N)CCC3)c(C)c1[N+](=O)[O-]	-6	16%	?	i	5%	-4%	-21%	0%	-3%
Cc1[nH]c(=O)[nH]c(=O)c1S(=O)(=O)Nc1ccc(Oc2ccccc2)cc1	0	-12%	24%	i	-4%	-1%	-1%	-3%	-1%
COc1ccccc1-c1nc2ccccc2c(=O)n1NC(=O)c1cccs1	0	?	-21%	i	2%	15%	6%	19%	11%
COc1ccccc1CN1CCN(C(c2ccccc2)c2ccccc2)CC1	-16	?	-18%	i	?	-21%	-22%	-3%	?
O=C(CNC(=O)c1ccco1)N=Nc1c(O)n(CCc2ccccc2)c2ccccc12	128	?	3.7µM*	?	1.8µM*	4.1µM*	nt	1.8µM*	1.3µM*
Cc1cccc(-n2nnc(C(=O)NCc3ccco3)c2N)c1	-7	-12%	-24%	i	0%	13%	13%	10%	24%
O=C(CCn1c(=O)oc2ccccc21)NC1=NCCS1	-16	20%	11%	i	?	6%	2%	-2%	-7%
CCN(CCCNC(=O)C1CCN(S(=O)(=O)c2cnc[nH]2)CC1)c1ccccc1	9	0%	0%	i	-29%	12%	1%	21%	8%
O=S(=O)(/N=C(/Nc1ccccc1)c1ccccc1)c1cccs1	-18	1%	-20%	i	-1%	9%	nt	0%	-3%
O=c1c2ccccc2ncn1CCCCOc1ccccc1F	-7	?	24%	?	-9%	5%	0%	3%	8%
CCOC(=O)c1c(NC(=O)c2ccc(N3C(=O)C4C5C=CC(C5)C4C3=O)cc2)sc2c1CCCC2 (configuration not stated)	-2	?	16µM*	i	3%	5%	-1%	11%	18%
COc1cc(CO)ccc1OCC(=O)Nc1cccc2ccccc12	3	-1%	-4%	i	-11%	-1%	-7%	-1%	0%
Cc1cc(C)n2nc(C(=O)OCC(=O)NNC(=O)c3ccccc3)nc2n1	10	5%	?	i	-3%	0%	0%	-1%	18%

Screening data (PubChem BioAssay)
